# Wnt bcat act: activates Wnt/beta-catenin signaling in a reporter cell assay. 300,000 tested, 1.2% active. AID 743398. activation, % at 9.35 µM. activator, plate reader; in the data active = activation above about 30%, passing the limit was not always enough;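 note: 0% = neutral control wells and 100% = positive control wells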
# The depositor's hits bear a star. Some of the compounds tested; rates above refer to the full screens.
canonical_smiles	Wnt bcat act
COc1ccc(C2=Nc3ccccc3N(C(=O)c3ccc4c(c3)OCO4)C2C(=O)Nc2c(C)cccc2C)cc1 (centres undefined)	6.7
COc1cc(/C=C(/C#N)c2nc(-c3cc4ccccc4oc3=O)cs2)cc([N+](=O)[O-])c1O	7.6
O=C1CCCC[C@@H](CO)[C@H](O)C[C@H](c2ccccc2)O1	-0.8
COc1ccccc1CNC(=O)c1cccc(-c2ccc(C)c3ccccc23)n1	-6.0
CCC(c1nnnn1Cc1ccccc1)N1CCN(C/C=C/c2ccccc2)CC1 (centres undefined)	-1.9
C[C@@H]1CN([C@H](C)CO)C(=O)CCCn2cc(nn2)CO[C@H]1CN(C)S(=O)(=O)c1ccc(Cl)cc1	-2.0
COc1cc(OC)cc(C2=Cc3ccccc3C(CC(C)=O)N2c2ccc(-c3cncnc3)cc2)c1 (centres undefined)	-2.4
CC1CCN(C(=O)c2ncn3c2C(=O)NC[C@@H]3C)CC1	-0.5
CCCN(C)C1CN(Cc2cn(Cc3ccc(OC)cc3)nn2)S(=O)(=O)C1 (centres undefined)	0.2
COc1ccc(C2CC(=O)C(c3ccc([N+](=O)[O-])cc3)=CN2Cc2ccccc2)cc1 (centres undefined)	-3.1
Cc1cccc(C)c1-n1nnnc1-c1nc2cc3ccccc3cc2[nH]c1=O	-2.5
C[C@H]1[C@@H](c2ccccc2)Oc2c(Cl)cccc2S(=O)(=O)N1C	1.5
Cc1cccc(C(=O)N2CCC(=O)N([C@H](COCc3cccc(Cl)c3)Cc3ccccc3)CC2)c1	-2.6
CCCCn1nnnc1C(c1cc2ccccc2o1)N1CCOCC1 (centres undefined)	-4.3
CN(Cc1ccccc1)C(=O)[C@@H]1CCCN1C(=O)[C@@H]1CCCN1C(=O)c1ccc(Cl)cc1	-2.9
COc1ccc(NC(=S)N2CCN(c3ccc4c(c3)C3CCN(C(=O)OCc5ccccc5)C4C3)CC2)c(OC)c1 (centres undefined)	-1.3
CCOC(=O)[C@]12CCC=C1N(Cc1ccco1)C(=O)[C@H](CC(=O)NCc1ccc(C)o1)C2	-1.4
O=C(NC1CCCC1)C1C(c2ccc(C(F)(F)F)cc2)=Nc2ccccc2N1C(=O)c1cccc(C(F)(F)F)c1 (centres undefined)	-1.5
Cc1c(C(=O)NCc2ccc(F)cc2)sc(=O)n1Cc1ccc(C(=O)c2ccccc2)cc1	-6.5
C#CCN1CCc2onc(-c3ccccc3OC)c2C1=O	-0.8
O=c1c(-c2cccnc2)nc2ccccc2n1C(c1ccccn1)c1nc2ccccc2[nH]1 (centres undefined)	8.4
CCCCc1c(-c2ccccc2OC)ncn1CCc1cccc(F)c1	-2.5
O=C(O)Cn1cnc2c(NCc3ccccc3)ncnc21	-0.5
CC1(C(=O)NCc2ccccc2)CCC(=O)N1CCCn1ccnc1 (centres undefined)	0.0

# Given with the structure last: entries from further up
Wnt bcat act	Structure
-0.5	O=C(O)Cn1cnc2c(NCc3ccccc3)ncnc21
-1.5	O=C(NC1CCCC1)C1C(c2ccc(C(F)(F)F)cc2)=Nc2ccccc2N1C(=O)c1cccc(C(F)(F)F)c1 (centres undefined)
-1.4	CCOC(=O)[C@]12CCC=C1N(Cc1ccco1)C(=O)[C@H](CC(=O)NCc1ccc(C)o1)C2
-2.9	CN(Cc1ccccc1)C(=O)[C@@H]1CCCN1C(=O)[C@@H]1CCCN1C(=O)c1ccc(Cl)cc1
-0.8	C#CCN1CCc2onc(-c3ccccc3OC)c2C1=O

# Further compounds.
canonical_smiles	Wnt bcat act
Cc1ccc(S(=O)(=O)N2C[C@H]3C(=O)C[C@@H](c4cccs4)N(S(=O)(=O)c4ccc(C)cc4)[C@H]3C[C@H]2c2ccccc2)cc1	-2.9
Nc1nc2c(Br)ccc(Br)c2cc1C(=O)NCCc1ccccc1	-1.8
CC(C)=CCC[C@H](C)C[C@@H]1Cc2[nH][nH]c(=O)c2[C@H](c2ccc(Cl)cc2)O1	-4.1
O=C1NC[C@@H](CCCCN2CCN(CCc3ccccc3)C(=O)C2=O)N(CCc2ccc(O)cc2)C1=O	-1.5
COC(=O)c1ccc(Cn2c(C)c(C(=O)NCc3ccc(Cl)c(Cl)c3)sc2=O)o1	-4.2
CCc1cc2c(nc1CC)CCCN2Cc1ccccc1C(F)(F)F	1.7
CC(C)(C)OC(=O)N1CCC[C@@H]1C(=O)NCc1ccccc1	-11.6
COCCN1C(=O)c2ccccc2C1c1nc2ccccc2[nH]1 (centres undefined)	2.0
O=C(NCc1ccncc1)[C@@H]1CCCN1C(=O)[C@@H]1CCCN1C(=O)c1cccs1	-0.2
CCOC(=O)C1(C)CCCN(C(=O)C(c2ccccc2)c2ccccc2)C1 (centres undefined)	0.8
O=C(C(=O)N1CCN(S(=O)(=O)c2cccc(C(F)(F)F)c2)CC1)c1cccc(C(F)(F)F)c1	-4.5
O=S1(=O)CC(N2CCN(CCO)CC2)CN1Cc1cn(Cc2cccc(Cl)c2)nn1 (centres undefined)	0.9

# Reprinted at random: 2 records from the list
canonical_smiles	Wnt bcat act
Cc1ccc(S(=O)(=O)N2C[C@H]3C(=O)C[C@@H](c4cccs4)N(S(=O)(=O)c4ccc(C)cc4)[C@H]3C[C@H]2c2ccccc2)cc1	-2.9
CC(C)(C)OC(=O)N1CCC[C@@H]1C(=O)NCc1ccccc1	-11.6

# Going on with the list.
canonical_smiles	Wnt bcat act
Cc1ccc(Cc2c(-c3cccc(Br)c3)nc3ccc(C)cn23)cc1	-1.1
O=C(NC1CCCCC1)C1c2ccccc2OCC(=O)N1CCc1c[nH]c2ccccc12 (centres undefined)	-0.4
OC[C@H]1O[C@@H]2O[C@H]3[C@H](O)[C@@H](O)[C@@H](O[C@H]4[C@H](O)[C@@H](O)[C@@H](O[C@H]5[C@H](O)[C@@H](O)[C@@H](O[C@H]6[C@H](O)[C@@H](O)[C@@H](O[C@H]7[C@H](O)[C@@H](O)[C@@H](O[C@H]1[C@H](O)[C@H]2O)O[C@@H]7CO)O[C@@H]6CO)O[C@@H]5CO)O[C@@H]4CO)O[C@@H]3CO	0.6
COc1ccc(CNC(=O)c2sc(=O)n(Cc3cc(C(C)=O)ccc3OC)c2C)cc1	-5.6
CCCc1cc(=O)oc2cc(OCC(=O)N3CC[C@@]4(O)CCCC[C@H]4C3)ccc12	-1.0
COC(=O)[C@@]12C[C@@H](CC(=O)N3CCCC3)C(=O)N(Cc3ccco3)C1=CCC(C)(C)C2	0.8
FC(F)(F)c1cccc(-c2nc3ccccc3n2C(c2ccccc2)c2nc3ccccc3[nH]2)c1 (centres undefined)	1.6
Cc1ccc2nc(-c3ccccc3)c(Cc3cccc(F)c3)n2c1	20.4
COC(=O)[C@@]1(Sc2ccc(C)cc2)CC(=O)N(C(=O)CCc2ccccc2)[C@@H]1c1ccccc1	-3.8
CC1(c2nnnn2-c2ccc3c(c2)OCCO3)CCC(=O)N1Cc1cccnc1 (centres undefined)	-2.0
Cc1cc(C)n2c(Nc3c(C)cccc3C)c(-c3ccccn3)nc2n1	-2.0
COc1cc(OC)cc(OC)c1	3.6
C[C@H](O)[C@@H]1CN2CCc3ccc(-c4ccc5c(c4)OCO5)cc3[C@@H]2C[C@@H]1N(C)C(=O)NC1CCCCC1	0.7
CC(C)C[C@@H](COCc1cccc(Cl)c1)N1CCN(C(=O)c2cccc(C(F)(F)F)c2)CCC1=O	-2.0
CCC(c1nnnn1-c1c(C)cccc1C)N1CCN(C/C=C/c2ccccc2)CC1 (centres undefined)	-1.7
COc1cccc(-c2nc(Cl)nc3cc(Cl)ccc23)c1	-2.2
Cc1cc2nc(C(C)(C)C)c(CC3CCCCC3)n2c(C)c1Br	-3.9
COc1ccc(CN2C(=O)CN(S(C)(=O)=O)CC2(C)C(=O)Nc2ccc3c(c2)OCCO3)cc1OC (centres undefined)	1.1
CC(=O)C1(O)CCC2C3CC(C)C4=CC(=O)CCC4(C)C3CCC21C (centres undefined)	-1.8
Cn1ccc2c(-c3cncc4ccccc34)cc3c(c21)C1CCC3O1 (centres undefined)	-1.7
CCOC(=O)[C@@H](NC(=O)/C=C/[C@H]1O[C@@H](n2ccc(=O)[nH]c2=O)[C@H](O)[C@@H]1O)C(C)C	-1.1
O=C(NCc1ccccc1)C1c2ccccc2OCC(=O)N1Cc1ccc2c(c1)OCO2 (centres undefined)	-1.5
CCOC1=C2[C@@H](CN(S(=O)(=O)c3ccc(C)cc3)[C@H]2c2ccccc2F)[C@H]2C(=O)N(Cc3ccccc3)C(=O)[C@H]2C1	-3.0
CC(C)(C)NC(=O)C1C(c2ccccc2)=Nc2ccccc2N1C(=O)c1ccc(C(F)(F)F)cc1 (centres undefined)	2.0
Cc1ccc2nc(-c3ccccc3)c(Cc3cccc(Cl)c3)n2c1	40.8*
C[C@@H](NC(=O)[C@@H]1CCCN1C(=O)[C@@H]1CCCN1C(=O)c1ccc(Cl)cc1)c1ccccc1	-2.4
CCOC(=O)N(C)c1c(CC)nc2c(OCc3ccccc3OC)cccn12	-0.8
COc1ccc(N2CCN(C(=O)C(=O)c3ccc(F)cc3)CC2)cc1	-0.8
O=C(C(=O)N1CCC(c2ccccc2)CC1)c1ccccc1	-2.3
Cc1[nH]c2ccccc2c1CC(=O)Nc1ccc(Nc2cccnc2)c(-c2ccc(C(C)(C)C)cc2)c1	-4.6
O=C(N[C@H](Cc1ccccc1)C(=O)NCC1CCCCC1)[C@H]1O[C@@H](n2ccc(=O)[nH]c2=O)[C@H](O)[C@@H]1O	-2.2
CCCCc1c(-c2ccccc2OC)ncn1CCc1ccccc1	-2.9
O=C1NC[C@H](CCCCN2C[C@H](Cc3ccccc3)N(CCC3CCCCC3)C(=O)C2=O)N(CCc2ccccc2)C1=O	-3.7
CCCCCCN(C(=O)CCCCCN1C(=O)NC(c2cccc([N+](=O)[O-])c2)C(C(=O)OCc2ccccc2)=C1C)C(C(=O)NCCCC)c1ccc(OCC(=O)OC)c(C(=O)OC)c1 (centres undefined)	-7.2
Cc1ccccc1S(=O)(=O)N1C[C@@H]2C(C(=O)C[C@@H]3C(=O)N(C)C(=O)[C@@H]32)[C@@H]1c1ccc(Cl)cc1 (some centres undefined)	-2.0
Cc1cc(C)c2c(CN3CCCC3)cc(=O)oc2c1	-1.1
Cc1cc(C)n2c(NC3CCCCC3)c(-c3ccccn3)nc2n1	-1.6
O=C1Nc2ccccc2-c2nnnn2C1N1CCCC1 (centres undefined)	4.7
COc1ccc(C2NC(=O)N(CCCC(=O)O)C(C)=C2C(=O)OCc2ccccc2)cc1 (centres undefined)	-5.4
Cc1ccc(-c2nc3c(C)cc(Br)cn3c2Cc2ccccc2C(F)(F)F)cc1	-4.1
COC(=O)C1=C(C)N(CC(C)C)C(=S)NC1c1cccc(F)c1 (centres undefined)	-1.7
O=C(NCc1ccccc1)C1C(=O)Nc2ccccc2C(=O)N1Cc1ccccc1 (centres undefined)	-7.7
Cc1ccccc1-c1ccc2c(c1)[C@@H]1C[C@H]3[C@@H](CN1CC2)[C@H](C)ON3C	-2.4
COC(=O)c1ccc2nc(-c3ccc(C#N)cc3)c(Cc3cccc(F)c3)n2c1	-1.4
COc1ccc(CN2C(=O)CCC2(C)c2nnnn2-c2ccc3c(c2)OCCO3)cc1 (centres undefined)	0.8
COCCNC(=O)C1CCCN(Cc2cccc(C(F)(F)F)c2)CC1 (centres undefined)	-6.7
C#CCNC(=O)C[C@H]1C[C@@]2(C(=O)OC)C(=C[C@H](COCc3ccccc3)O[C@@H]2C)N(Cc2ccc3c(c2)OCO3)C1=O	-1.6
CN1OC[C@@H]2CN[C@H](c3ccc(N4CCCCC4)cc3)C[C@@H]21	0.1
O=C(NCCN1CCC(n2c(=O)[nH]c3ccccc32)CC1)c1ccc(Cl)c(Cl)c1	-1.9
CC[C@H](C)[C@H]1CNC(=O)C(=O)N1CC1CCN(CCc2ccc(OC)c(OC)c2)CC1	-3.4
O=C1c2ccccc2C(c2nnnn2Cc2ccccc2)N1CCOc1ccccc1 (centres undefined)	11.6
CC(C)(C)[C@H](NC(=O)c1ccc(N)c(Cl)c1)C(=O)N1CCC[C@H]1C(=O)N[C@H](C#N)CC(=O)O	-1.6
CC(C)=CCC[C@H](C)C[C@@H]1CC2=C(C(=O)OC(C)(C)O2)[C@@H](c2ccc(F)cc2)O1	-2.7
O=C(NCCc1ccc(O)c(Br)c1)c1ccc(Br)o1	-1.0
Cc1ccc(S(=O)(=O)N2[C@@H](Cc3ccccc3)CO[C@H]2CC(=O)c2ccc(F)cc2)cc1	4.9
CC1=C(C(=O)N(C(C)C)C(C)C)CC(CC(=O)NCCCN(C)C)C(=O)N1Cc1ccc(C(C)(C)C)cc1 (centres undefined)	-0.2
CC1=C(C(=O)OCc2ccccc2)C(c2ccc3ccccc3c2)NC(=O)N1CCCCCC(=O)O (centres undefined)	-0.7
CCc1ccc([C@H]2[C@@H]3C(=O)C[C@@H]4C(=O)N(Cc5ccccc5)C(=O)[C@@H]4[C@@H]3CN2S(=O)(=O)c2ccc(C)cc2)cc1	-2.4
CCCCn1nnnc1C(c1cc2ccccc2o1)N(C)Cc1ccc(Cl)cc1 (centres undefined)	-0.8
C[C@@H](C(=O)Nc1ccc2ccccc2c1)[C@H]1C[C@]1(C)[C@H](NS(=O)(=O)c1ccc(-c2ccccc2)cc1)c1ccccc1	-4.3

# Next part:
canonical_smiles	Wnt bcat act
CCOC(=O)C1=CCN(S(=O)(=O)c2ccc(Cl)cc2)C1c1ccc(Br)cc1 (centres undefined)	-1.2
CCN(C)C1CN(Cc2cn(Cc3ccc(C(F)(F)F)cc3)nn2)S(=O)(=O)C1 (centres undefined)	-2.4
COC(=O)C1=C(C)N(Cc2ccccc2C(F)(F)F)C(=NCc2ccc3c(c2)OCO3)NC1c1ccc(F)cc1 (centres undefined)	-8.7
C[C@]12Cc3ccccc3C1CC1=N[C@@H](C3CCCCC3)O[C@@]13C[C@@H]2C(=O)N3C1CCN(Cc2ccccc2)CC1 (some centres undefined)	-5.1
C[C@@H]1O[C@H](C2CCCC2)Cc2[nH]c(=S)[nH]c(=O)c21	-1.4
O=C(NCc1ccncc1)[C@@H]1CCCN1C(=O)[C@@H]1CCCN1	-2.4
Cc1cnc(C(=O)N(c2ccccc2)C(c2ccccc2)c2nc3ccccc3[nH]2)cn1 (centres undefined)	-2.0
